TMEM16A act = activators or potentiators of mouse TMEM16A chloride channel | HEK293 TMEM16A/YFP-H148Q/I152L, iodide quench fluorescence; active compounds read low | 340,000 compounds, 0.3% hits | AID 623877 | B-score at 10 µM | Q8BHY3;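 active = fluorescence-ratio B-score plate-corrected deviation score at least 3 library SD below zero, with starting fluorescence score within 5 deviations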;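 also: channel opened by trigger with iodide after compound preincubation; score built on the fluorescence ratio of max minus min over baseline; more negative score means more quench and so TMEM16A activation or potentiation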
RGS4 block = human RGS4 inhibition | P49798 | HEK293 M3R/RGS4 inducible, Fluo-4 calcium flux; active compounds read high; triggered by carbachol at its EC20 | B-score at 10 µM | 310,000 compounds, 0.45% hits | AID 463165;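 active = B-score, a plate-corrected calcium signal, over three deviations above library mean, with baseline fluorescence within five deviations of library mean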;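 also: RGS4 expression induced by doxycycline in cells with stable M3 receptor; B-score is computed from the integrated fluorescence ratio over baseline after carbachol; higher B-score means a larger calcium signal and so more RGS4 inhibition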
Target sequence (P49798 whole entry, looked up): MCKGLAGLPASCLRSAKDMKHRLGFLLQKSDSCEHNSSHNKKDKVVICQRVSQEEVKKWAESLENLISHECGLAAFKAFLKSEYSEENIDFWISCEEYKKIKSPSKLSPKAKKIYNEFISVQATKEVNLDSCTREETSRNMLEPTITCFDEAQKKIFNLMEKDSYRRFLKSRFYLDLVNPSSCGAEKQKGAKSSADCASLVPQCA
RGS4 pot = RGS4 potentiation or activation; HEK293 M3R/inducible RGS4, carbachol calcium flux Fluo4; active compounds read low; B-score at 10 µM; 310,000 compounds, 0.92% hits;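 active = B-score of the integrated calcium signal more than 4 SD below the library mean, with starting fluorescence not abnormally high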;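 also: negative B-score means reduced calcium response which marks RGS4 activation or potentiation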
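Detection: kinetic calcium fluorescence imaging with Fluo4-AM dye, 2 µM / Material: HEK293 cells with stable M3R and inducible RGS4 / Schedule: recording 10 s baseline at 1 Hz, 100 s post-agonist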
KCNK9 block = human KCNK9 channel inhibition. HEK293 KCNK9, FluxOR thallium flux fluorescence; active compounds read low. B-score at 10 µM. Q9NPC2. 310,000 compounds, 1.2% hits;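 active = ratio B-score over 3 SD below the library mean, with starting fluorescence within 5 SD of its mean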;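 also: negative B-score means less thallium flux so channel inhibition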
MrgX1 ag = human MrgX1 receptor agonism, primary screen; MrgX1-HEK293 cells, Fluo-4 calcium fluorescence, agonist mode; active compounds read high; B-score at 10 µM; 310,000 compounds, 0.44% hits;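 active = calcium response B-score plate-corrected fluorescence ratio at least 3 library SD, with starting fluorescence B-score inside 5 SD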
Target sequence (Q96LB2 whole entry, looked up): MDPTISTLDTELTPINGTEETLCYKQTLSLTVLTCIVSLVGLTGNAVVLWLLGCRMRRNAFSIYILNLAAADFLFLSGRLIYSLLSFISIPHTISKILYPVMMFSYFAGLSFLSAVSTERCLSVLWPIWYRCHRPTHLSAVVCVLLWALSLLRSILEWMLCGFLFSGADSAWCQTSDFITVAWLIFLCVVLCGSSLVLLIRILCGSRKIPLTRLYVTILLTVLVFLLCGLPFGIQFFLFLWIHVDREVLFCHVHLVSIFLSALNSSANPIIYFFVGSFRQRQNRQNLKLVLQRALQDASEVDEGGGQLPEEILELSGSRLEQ
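Material: HEK293 cells stably expressing human MrgX1 receptor | Quantity: 15,000 cells per well | Times: Cells plated overnight, dye loaded 0.5 h 37 °C, 0.5 h room temperature | Measured by: Kinetic Fluo-4 NW fluorescence of intracellular calcium | Control set: Positive and negative controls per plate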
KCNK3 inh = human KCNK3 channel inhibition, primary screen; B-score at 10 µM; CHO-KCNK3 thallium flux, FluxOR fluorescence; active compounds read low; AID 602410; 340,000 compounds, 0.84% hits;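 active = B-score under library mean minus 4 SD, starting fluorescence ratio at most library mean plus 5 SD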;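 also: more negative B-score means stronger inhibition of thallium flux through KCNK3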
Target sequence (O14649 whole entry, looked up): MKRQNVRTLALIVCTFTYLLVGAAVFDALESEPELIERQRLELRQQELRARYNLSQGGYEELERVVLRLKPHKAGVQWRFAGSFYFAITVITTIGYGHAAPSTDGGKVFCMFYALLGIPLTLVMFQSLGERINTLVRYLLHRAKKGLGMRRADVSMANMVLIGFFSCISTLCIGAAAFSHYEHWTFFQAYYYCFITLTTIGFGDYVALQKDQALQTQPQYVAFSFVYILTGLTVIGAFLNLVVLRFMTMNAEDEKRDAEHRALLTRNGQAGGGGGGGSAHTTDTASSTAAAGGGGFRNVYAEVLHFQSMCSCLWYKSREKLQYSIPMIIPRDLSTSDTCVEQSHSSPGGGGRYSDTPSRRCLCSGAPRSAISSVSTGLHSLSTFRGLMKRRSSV
hERG protect = hERG (human) protection from proarrhythmic block. 310,000 compounds, 0.51% hits. CHO-hERG, FluxOR thallium flux, dofetilide IC70 present. Q12809. activation (rescue from dofetilide block), less the hit threshold, % at 10 µM;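 active = activation above the mean of controls blocked by dofetilide plus 5 SD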;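 also: thallium influx through hERG after potassium depolarization seen as dye fluorescence rise; in these data hits start at about 4.7%; inactives centre near -7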
TMEM16A inh = mouse TMEM16A channel inhibition, primary screen. normalized B-score (activity score, 25-100; higher = stronger inhibition) at 10 µM. HEK293 TMEM16A/YFP iodide influx fluorescence, ionomycin. 310,000 compounds, 1.2% hits. AID 588511;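 active = ratio plate-corrected score three or more library SD toward inhibition, starting fluorescence score within five deviations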;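 also: score derived from kinetic fluorescence span divided by baseline fluorescence per well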
MrgX1 allo act = human MrgX1 positive allosteric modulation, primary screen. B-score at 10 µM. MrgX1-HEK293, Fluo-4 calcium flux, FDSS; active compounds read high. 310,000 compounds, 0.63% hits. Q96LB2. AID 588675;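 active = plate-corrected calcium response at least 3 library SD above typical, normal starting fluorescence, not activating the receptor alone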;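 also: compound read alongside a low EC10 to EC30 dose of BAM8-22 agonist; peak minus trough fluorescence over baseline measured at the second addition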
KCNQ1 act = potentiates or activates the human KCNQ1 potassium channel; P51787; CHO-K1 KCNQ1, thallium flux FluxOR fluorescence; active compounds read high; B-score at 10 µM; 310,000 compounds, 0.35% hits;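 active = fluorescence ratio B-score, a plate-corrected score, at least three library SD, with initial intensity B-score within 5 SD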
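assay system = CHO-K1 cells stably expressing KCNQ1 | medium = assay buffer, equal DMSO in all wells | timing = 37 °C overnight plating, 90-min dark dye load, 20-min compound pretreatment | measured by = kinetic FluxOR thallium fluorescence, 10-s 1-Hz baseline, 110-s post-stimulus read | measure = fluorescence change relative to baseline, converted to B score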
KCNQ1 block = inhibitors of human KCNQ1 potassium channel; B-score at 10 µM; CHO-K1 KCNQ1, FluxOR thallium flux fluorescence; active compounds read high; P51787; AID 2642; 310,000 compounds, 1.3% hits;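 active = compounds whose thallium flux B-score, printed positive for inhibition, exceeds three library SD while starting fluorescence stays within three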;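 also: channel opened by potassium depolarization with thallium stimulus after 20 min compound exposure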
Active calls of the source: *; i = inactive; / = no result given.

SMILES	TMEM16A act	RGS4 block	RGS4 pot	KCNK9 block	MrgX1 ag	KCNK3 inh	hERG protect	TMEM16A inh	MrgX1 allo act	KCNQ1 act	KCNQ1 block
O=[N+]([O-])c1ccc(N2CCCCCC2)c(S(=O)(=O)N2CCCCC2)c1	i	i	i	i	i	i	-14	i	i	i	i
Cc1c(Br)c([N+](=O)[O-])nn1CCCC(=O)Nc1sc2c(c1C(N)=O)CCC(C)C2 (centres undefined)	i	i	i	i	i	i	-4	i	i	i	i
CCOc1ccccc1OCC(=O)O	i	i	i	i	i	i	-5	i	i	i	i
O=S(=O)(/N=C(/NS(=O)(=O)c1ccccc1)c1ccccc1)c1ccccc1	i	i	i	i	i	i	-3	i	i	i	i
COc1ccc(-c2cc(C(=O)N3CCN(c4cccc(C)c4C)CC3)c3ccccc3n2)cc1OC	i	i	-8.5*	i	i	i	-29	i	i	i	8*
CCOC(=O)c1cnn2c(C(F)F)cc(C3CC3)nc12	i	i	i	i	i	i	-3	i	i	i	i
N[C@H]1C(O)O[C@H](CO)[C@@H](O)[C@@H]1O (some centres undefined)	i	i	i	i	i	i	-6	i	i	i	i
COCc1cc(C)nc(SCc2ccccc2Cl)c1C#N	i	i	i	i	i	i	-9	i	i	i	i
Cn1cc(Br)c(C(=O)NC2CCCCC2)n1	i	i	i	i	i	i	-13	i	i	i	i
CC(NC(=O)c1ccc(Cl)cc1)C(=O)NC1=NCCS1 (centres undefined)	i	i	i	i	i	i	-9	i	i	i	i
CCN(CC)C(=O)N1CCC(NC(=O)c2ccc(C(C)(C)C)cc2)CC1	i	i	i	i	i	i	-7	i	i	i	i
CC1CCCN(c2ccc(F)cc2N)C1 (centres undefined)	i	i	i	i	i	i	-12	i	i	i	i
CCn1c(SCC(=O)Nc2cc(C)on2)nc2sc3c(c2c1=O)CCCC3	i	i	i	i	i	i	-6	i	i	i	i
CC(C)C(NC(N)=O)C(=O)NC1CCCCC1 (centres undefined)	/	i	i	i	i	/	-2	i	i	i	i
O=C(CCc1ccc(S(=O)(=O)N2CCOCC2)cc1)N/N=C/c1ccc(F)cc1F	i	i	i	i	i	i	-7	i	i	i	i
COc1ccccc1OCCCC(=O)Nc1nnc(C2CCCO2)s1 (centres undefined)	i	i	i	i	i	i	-14	i	i	i	i
Cc1c(C(=O)Nc2ccccc2F)sc2ncn(CC(=O)N3CCCCC3)c(=O)c12	i	i	i	i	i	i	-6	i	i	i	i
COc1cccc(N2CCN(C(=O)c3ccc(CS(=O)Cc4ccccc4Cl)o3)CC2)c1 (centres undefined)	i	i	i	i	i	i	-16	i	i	i	i
O=C(c1ccc(F)cc1)C1CCN(C(=O)c2ccccc2)CC1	i	i	i	i	i	i	-7	i	i	i	i
CC(C)N(C(=O)CSc1ncnc2sc(-c3ccccc3)cc12)C(C)C	i	i	i	i	i	i	-10	25*	i	i	i
COc1ccc(-c2csc(-c3[nH]cnc3N)n2)cc1	i	i	i	i	i	i	-17	i	i	i	i
Cc1ccc(-n2[nH]c(C)c(C=Nc3ccc(S(=O)(=O)Nc4nccs4)cc3)c2=O)cc1C	i	i	i	i	i	i	-6	i	i	i	i
Cc1cccc(C(=O)N2CCNC(=O)C2CC(=O)Nc2cccc(Cl)c2)c1 (centres undefined)	i	i	i	i	i	i	-6	i	i	i	i
CSc1cccc(NC(=S)NC(=O)CCc2ccccc2)c1	i	i	i	i	i	i	-6	i	i	i	i
O=C(O)c1cc(-c2ccc(-c3ccc(F)cc3)o2)nc2ccccc12	i	i	i	i	i	i	-2	i	i	i	i

(further entries)
SMILES	TMEM16A act	RGS4 block	RGS4 pot	KCNK9 block	MrgX1 ag	KCNK3 inh	hERG protect	TMEM16A inh	MrgX1 allo act	KCNQ1 act	KCNQ1 block
COc1ccccc1/C=C/C(=O)Nc1ccc2c(c1)CCC2	i	i	i	i	i	i	-11	i	i	i	i
Cn1c2c(c(=O)n(C)c1=O)CN(Cc1ccc3c(c1)OCO3)CN2	i	i	i	i	i	i	-1	i	i	i	i
CCN(CC)S(=O)(=O)c1ccc2[nH]cc(C(=O)NCCc3ccccc3)c(=O)c2c1	i	i	i	i	i	i	-8	i	i	i	i
Cc1ncc(CO)c2cc(C(=O)Nc3ccccc3Cl)c(=Nc3cccc(C(N)=O)c3)oc12	i	i	i	i	i	i	-13	i	i	i	i
COCCCn1c(SCC(=O)Nc2cccc(C)n2)nnc1-c1ccco1	i	i	i	i	i	i	-5	i	i	i	i
CC(=O)NS(=O)(=O)c1ccc(NC(=O)CSc2ccc(C)cc2)cc1	i	i	i	i	i	i	-1	i	i	i	i
CSc1nsc(SC)c1C(=O)NCCNS(=O)(=O)c1ccc(C)cc1	i	i	i	i	i	i	-2	i	i	i	i
NC(=O)c1ncc(C(F)(F)F)cc1Oc1cccc(C(F)(F)F)c1	i	i	i	i	i	i	-6	i	i	i	i
CN(C(=O)CN1C(=O)/C(=C/c2ccccc2Cl)SC1=S)C1CCS(=O)(=O)C1 (centres undefined)	i	i	i	i	i	i	-8	i	i	i	i
CCc1sc(C(=O)NCc2cc(C)n(C)n2)cc1Br	i	i	i	i	i	i	-8	i	i	i	i
CC(C)(C)NNC(=S)Nc1cccc(C(F)(F)F)c1	i	i	i	i	i	i	-5	i	i	i	i
COC(=O)[C@@]1(Cc2ccc(OC)cc2)[C@@H]2C(=CC(=O)[C@H]2CC(=O)C(=O)N2CCCC2)CN1C(=O)c1ccccc1	i	/	/	/	i	i	/	i	i	/	/
COc1ccc(CCNCCN2CCOCC2)cc1	i	i	i	i	i	i	-7	i	i	i	i
C=CCNC(=O)/C(C#N)=C/c1ccc2c(c1)OCCO2	i	i	i	i	i	i	-11	i	i	i	i
COc1ccccc1OC(C)C(=O)N1CC(=O)Nc2ccccc21 (centres undefined)	i	i	i	i	i	i	-3	i	i	i	i
O=C(C1CC(=O)N(c2ccccc2)C1)N1CCN(c2ccccc2)CC1 (centres undefined)	i	i	i	i	i	i	-8	i	i	i	i
Cc1cc(C)c(S(=O)(=O)N2CCOCC2)c(C)c1N(C)S(=O)(=O)c1ccccc1	i	i	i	i	i	i	-16	i	i	i	i
CCOC(=O)NC(Nc1sc2c(c1C(N)=O)CCCC2)(C(=O)OCC)C(F)(F)F (centres undefined)	i	i	i	i	i	i	-6	i	i	i	i
O=C(NCc1ccc(F)cc1)C1CC(=O)N(CCc2ccccc2)C1 (centres undefined)	i	i	i	i	i	i	-11	i	i	i	i
Cc1cc(-c2n[nH]c(=S)n2Cc2ccccc2)cs1	i	i	i	i	i	i	-4	i	i	i	i
O=C(/C=C\c1ccc2c(c1)OCO2)CC1(O)C(=O)Nc2ccccc21 (centres undefined)	i	i	i	i	i	i	-15	i	i	i	i
COc1ccc(-c2csc(NC(=O)Cc3cc(OC)c(OC)c(OC)c3)n2)cc1OC	i	i	i	i	i	i	-11	i	i	i	i
Cc1ccc(OCc2nc(C#N)c(N3CCCCC3)o2)cc1	i	i	i	i	i	i	-11	i	i	i	i
CCCCOC(=O)CSc1nnc(-c2ccc(Cl)cc2Cl)o1	i	i	i	i	i	i	-1	i	i	i	i
CCOC(=O)Cn1c(=O)cc(C)c2ccccc21	i	i	i	i	i	i	0	i	i	i	i

The listing continues:
SMILES	TMEM16A act	RGS4 block	RGS4 pot	KCNK9 block	MrgX1 ag	KCNK3 inh	hERG protect	TMEM16A inh	MrgX1 allo act	KCNQ1 act	KCNQ1 block
COc1ccc(-c2nc(C#N)c(NCc3ccco3)o2)cc1	i	i	i	i	i	i	-26	i	i	i	i
CS(=O)(=O)c1nc(S(=O)(=O)c2ccc(Cl)cc2)c(N2CCN(CCO)CC2)s1	i	i	i	i	i	i	-10	i	i	i	i
O=C1c2ccccc2S(=O)(=O)c2cc(C(=O)N(c3ccccn3)c3ccccn3)ccc21	-7.5*	4.9*	i	i	41*	i	-5	i	i	i	i
C=CCN(CC=C)S(=O)(=O)c1ccc2nc(NC(=O)C3CCCO3)sc2c1 (centres undefined)	i	i	i	i	i	i	-15	i	i	i	i
CCOC(=O)CC(=O)CSc1nc2ccc(C)cc2cc1C#N	i	/	/	/	54*	i	/	i	i	/	/
CC1=CC2=NC(=O)CC(C)(C(=O)N(CC(=O)NC(C)C)C3CCCC3)N2C=C1 (centres undefined)	/	i	i	i	i	/	-6	i	i	i	i
O=S(=O)(c1ccc(Cl)cc1)c1cc(O)ccc1O	i	i	i	i	i	i	-5	i	i	i	i
Clc1ccc(-n2nnc(-c3cccnc3Cl)n2)cn1	i	i	i	i	i	i	-7	i	i	i	i
S=C(Nc1ccc(-c2nc3ccccc3[nH]2)cc1)Nc1cccnc1	i	i	i	i	i	i	-16	i	i	i	i
COc1ccccc1NS(=O)(=O)c1cc(NC(=O)C2CCC2)ccc1N1CCCCC1	i	i	i	-8.5*	i	i	-10	i	i	i	i
CCN(C(=O)C12CC3CC(CC(C3)C1)C2)C1CCS(=O)(=O)C1 (centres undefined)	i	i	i	i	i	i	-5	i	i	i	i
CC(Sc1nc(-c2ccccc2)cs1)C(=O)Nc1ccc(Cl)cn1 (centres undefined)	i	i	i	i	i	i	-5	i	i	i	i
O=C1CCC2CCCCC2(O)O1 (centres undefined)	i	i	i	i	i	i	-7	i	i	i	i
CCc1nnc(NC(=O)CCC(=O)N2CCN(c3cc(C)ccc3C)CC2)s1	i	i	i	i	i	i	-6	i	i	i	i
C[C@@H]1C=C(C(=O)N2CCN(Cc3ccccc3)CC2)O[C@H](OCc2ccc(CO)cc2)C1	i	i	i	i	i	i	-10	i	i	i	i
COc1ccc(CNc2cccc(F)c2)cc1Br	i	i	i	i	i	i	-4	i	6.5*	i	i

3 of the compounds above, bar-delimited.
smiles | TMEM16A act | RGS4 block | RGS4 pot | KCNK9 block | MrgX1 ag | KCNK3 inh | hERG protect | TMEM16A inh | MrgX1 allo act | KCNQ1 act | KCNQ1 block
CC(Sc1nc(-c2ccccc2)cs1)C(=O)Nc1ccc(Cl)cn1 (centres undefined) | i | i | i | i | i | i | -5 | i | i | i | i
O=C1CCC2CCCCC2(O)O1 (centres undefined) | i | i | i | i | i | i | -7 | i | i | i | i
CCc1nnc(NC(=O)CCC(=O)N2CCN(c3cc(C)ccc3C)CC2)s1 | i | i | i | i | i | i | -6 | i | i | i | i

High-throughput results (PubChem)

Compounds were not picked by outcome. About 6.3% of those tested had a hit in this group.
